Mot1-301 SUMO: SUMOylation pathway inhibition by Mot1-301 growth rescue. S. cerevisiae Mot1-301 growth rescue, ATP luminescence, 38.5C; percent above DMSO median, 100 means doubled. growth rescue, % at 18.8 µM. 320,000 tested, 1% active;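 active = every valid replicate shows activation above 250% relative to neutral control wells; inactive = the rest, any valid replicate at or below 250%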;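 also: OY570 slx delta 5 strain wells were the positive control but not used for scaling; some compounds called inactive have numbers as strong as hits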
PKA-R1A activ: PKA-R1A complex activation; activation, % at 11.4 µM; P00514+P68181; 340,000 tested, 0.083% active; PKA-R1A dissociation, Cy5-IP20 fluorescence polarization; scaled: DMSO 0%, 113 µM cGMP 100%;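 active = percent activation above the mean of all tested compounds plus 3 SD, cut at about 19% in these data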;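 also: higher means more PKAc released from R1A so a rise in polarization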
phage Ecoli inh: E. coli growth loss with phage present; AID 651602; growth absorbance; inhibition, % at 11.9 µM; 360,000 tested, 0.26% active; in the data active = inhibition above about 11%
PfHsp90 set2: reduces growth (ATP signal) of yeast expressing P. falciparum Hsp90. S. cerevisiae expressing PfHsp90, BacTiter-Glo ATP, 48 h; yeast lacking PDR1 and PDR3 efflux regulators. inhibition, % at 9.4 µM. 310,000 tested, 0.32% active;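 active = every replicate shows inhibition above about 80%, whatever the replicate mean, limit read from the data; inconclusive = mean inhibition reaches the set limit but some replicate falls short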;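 also: 0% = DMSO neutral controls and 100% = 20 µM radicicol positive controls; yeast relying on Plasmodium falciparum Hsp90 in place of its own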
AddAB inh: less growth of phage-infected E. coli with AddAB | 330,000 tested, 0.29% active | inhibition, % at 11.9 µM | E. coli expressing H. pylori AddAB, absorbance growth; in the data active = inhibition above about 12%;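 also: 0% = vehicle wells of infected cells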
MOR-DOR inv ag: inverse agonists of human mu-delta opioid receptor heterodimerization. P35372+P41143. cell-based MOR-DOR heterodimer luminescence, inverse agonism. inhibition, % at 9.3 µM. 340,000 tested, 0.21% active. AID 504357; in the data active = inhibition above about 22%, passing the limit was not always enough;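 also: 0% = cells with DMSO and 100% = wells without cells with DMSO; values of inactives mirror those of a sister screen read the other way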
DSG3 Ab inh: human desmoglein-3 autoantibody binding inhibition; AID 588358; DSG3-coupled beads, scFv-anti-DSG3-GFP binding, flow cytometry; stronger effect = lower value; P32926; binding (percent of control), % at 10 µM; 310,000 tested, 0.48% active;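 active = binding more than 3 SD below its plate's average and above zero; inconclusive = below that plate limit but binding exactly zero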;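 also: hits lower antibody fragment binding to DSG3; some compounds called inactive have numbers as strong as hits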
Target sequence (P32926 whole entry, looked up, the tested form may be a part): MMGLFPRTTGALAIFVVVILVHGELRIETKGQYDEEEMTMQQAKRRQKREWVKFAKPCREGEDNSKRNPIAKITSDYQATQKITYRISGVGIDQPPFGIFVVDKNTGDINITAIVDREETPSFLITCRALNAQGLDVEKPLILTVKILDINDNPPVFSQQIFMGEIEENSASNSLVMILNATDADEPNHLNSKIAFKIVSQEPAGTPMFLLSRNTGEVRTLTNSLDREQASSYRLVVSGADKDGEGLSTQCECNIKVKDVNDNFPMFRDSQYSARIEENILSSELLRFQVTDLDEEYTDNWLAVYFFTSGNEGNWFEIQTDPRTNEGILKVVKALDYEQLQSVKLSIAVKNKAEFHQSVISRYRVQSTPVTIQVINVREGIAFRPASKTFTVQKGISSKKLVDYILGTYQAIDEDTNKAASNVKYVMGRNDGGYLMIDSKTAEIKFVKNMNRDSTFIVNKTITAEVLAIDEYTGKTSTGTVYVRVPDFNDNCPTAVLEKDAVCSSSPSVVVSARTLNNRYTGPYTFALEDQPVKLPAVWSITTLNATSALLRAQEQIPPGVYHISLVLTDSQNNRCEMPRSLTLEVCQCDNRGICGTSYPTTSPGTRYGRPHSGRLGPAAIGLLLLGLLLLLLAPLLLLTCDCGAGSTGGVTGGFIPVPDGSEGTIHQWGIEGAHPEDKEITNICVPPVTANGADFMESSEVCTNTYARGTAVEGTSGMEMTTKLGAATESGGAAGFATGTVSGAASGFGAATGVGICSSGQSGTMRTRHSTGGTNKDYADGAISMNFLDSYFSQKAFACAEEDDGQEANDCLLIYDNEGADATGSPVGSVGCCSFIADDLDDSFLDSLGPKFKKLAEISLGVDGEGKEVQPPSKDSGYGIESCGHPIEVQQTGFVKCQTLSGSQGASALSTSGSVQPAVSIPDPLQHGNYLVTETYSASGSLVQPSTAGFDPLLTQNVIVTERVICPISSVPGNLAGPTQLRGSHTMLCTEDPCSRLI
Tat transport: blocks Tat-dependent protein export in E. coli | E. coli MC4100 TorA-mCherry Tat export, fluorescence | inhibition, % at 10 µM | 340,000 tested, 0.036% active | AID 488895;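 active = mean replicate inhibition at least 50% and at least half of replicates individually reaching 50%; inconclusive = only one of the two criteria met; inactive = neither criterion met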;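 also: exported cargo escapes ClpAP degradation while cytoplasmic cargo is degraded and loses fluorescence; 0% = median of neutral control wells and 100% = median of NaSCN control wells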
Arrestin-AP2 inh: human beta-arrestin and AP2 interaction inhibition. AID 504490. FITC-arrestin peptide / GST-AP2 beads, flow cytometry; AP2 beta2 appendage carries R879A mutation. 340,000 tested, 0.31% active. inhibition, % at 10 µM;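 active = inhibition above a set limit, near 3 SD of compounds lacking own fluorescence, cut at about 54% in these data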;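 also: plate controls were DMSO wells for no effect and 5 µM unlabelled arrestin peptide for full effect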
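Material – AP2 appendage R879A on GSH beads · Buffer or medium – PBS with 0.05% Tween 20 and 0.1% BSA · Probe or stimulus – fluorescein-tagged arrestin peptide at 50 nM final · Incubation – compound with beads 12 min RT, then probe 1 h RT · Detection – high-throughput flow cytometry of beads, ex 488, em 535 nm · Evaluation – percent response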
E coli growth: counter-screen for AddAB inhibitors: E. coli growth inhibition | E. coli V3065 growth, OD600 absorbance, 18 h | inhibition, % at 11.9 µM | 330,000 tested, 0.27% active | AID 449728;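 active = inhibition above the campaign's mean inhibition across all tested compounds plus 3 SD, cut at about 9.9% in these data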;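 also: uninfected addAB+ strain grown without phage in ampicillin broth; 0% = DMSO wells and 100% = ciprofloxacin 0.95 µg/ml wells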
OPRM1-OPRD1 ag: agonists of human mu-delta opioid receptor heterodimerization; P35372+P41143; cells, OPRM1-OPRD1 heterodimerization, luminescence; activation, % at 9.3 µM; 340,000 tested, 0.3% active; in the data active = activation above about 18%;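 also: 0% = vehicle-treated cells and 100% = reference agonist; values of inactives mirror those of a sister screen read the other way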
Active calls of the source: *; ? = inconclusive; . = no result given; + = active, no number; & = joins results of further samples.

Below each compound: Mot1-301 SUMO	PKA-R1A activ	phage Ecoli inh	PfHsp90 set2	AddAB inh	MOR-DOR inv ag	DSG3 Ab inh	Tat transport	Arrestin-AP2 inh	E coli growth	OPRM1-OPRD1 ag
COc1ccc(NC(=O)Nc2cccc3c2O[C@H](CN(C)S(=O)(=O)c2ccc(OC)cc2)[C@@H](C)CN([C@H](C)CO)C3=O)cc1
    -8.3	-10.9	3.3	-27.5	1.3	14.3	152.5	2.7	-2.6	-1.2	-3.1
COC(=O)c1sccc1NN1C(=O)c2ccccc2C1=O
    192.0	2.6	1.3	-12.2	-0.9	3.1	109.6	2.2	33.8	-1.2	-0.6
Cc1ccc(OCC(=O)NNc2c3ccccc3nc3ccccc23)cc1
    -0.1	8.3	3.5	-8.0	3.1	-16.1	100.1	-1.3	39.2	-4.2	2.8
CN(CC(=O)Nc1ccccc1Br)C(=O)CCc1ccccc1
    158.5	0.8	-1.4	25.3	-0.8	-4.4	.	6.0	18.7	-1.6	0.8
Fc1ccc(-n2c(-c3ccco3)nc3nc4ccccc4nc32)cc1
    .	-0.1	1.5	12.7	0.9	5.3	105.8	-3.2	0.7	-0.3	-1.0
CCCCCCOc1ccc(N2C(=O)CC(NCCc3ccc(S(N)(=O)=O)cc3)C2=O)cc1 (stereo not drawn)
    -9.7	3.2	2.6	.	2.3	-4.6	99.2	4.1	12.1	1.3	1.0
Cc1cc(=O)oc2cc(OC(=O)CCCCCN3C(=O)c4ccccc4C3=O)ccc12
    252.8	5.7	3.4	21.7	3.0	-2.1	108.1	-0.7	7.6	1.7	0.4
Cc1ccc(-n2nnc3c(SCC(=O)NCc4ccco4)ncnc32)cc1
    -11.8	-5.8	1.2	-23.6	-3.9	11.7	111.7	-4.9	-10.2	-3.9	-2.0
O=C(C1CC(c2ccc(F)cc2)=NO1)N1CCN(c2ccccc2)CC1 (stereo not drawn)
    5.3	-7.5	1.8	-18.7	-1.0	10.9	105.0	-1.8	14.9	1.9	-2.0
CCc1nc2ccccc2n1CC(O)COCC1CC=CCC1 (stereo not drawn)
    -6.4	-7.7	-0.5	-10.2	4.9	5.2	103.2	-19.5	16.9	0.9	-1.0
CCOCCn1ccc2c(OCC(=O)Nc3ccc(OC)c(OC)c3)cccc2c1=O
    -2.9	0.3	1.7	.	-0.1	9.6	102.7	-2.7	-6.2	2.5	-1.8
COC(=O)Nc1nnc(Cc2ccccc2)s1
    -1.5	12.1	2.1	.	1.4	10.8	90.0	-3.4	27.2	0.6	-2.1
CCc1ccc(N2CC(C(=O)N/N=C/c3ccccc3OC)CC2=O)cc1 (stereo not drawn)
    -11.0	10.4	0.5	1.7	2.3	-22.6	95.0	0.1	-5.2	-1.8	2.8
Cc1cc(C)c(C#N)c(SCc2ccc3c(c2)OCO3)n1
    -3.6	-1.8	4.6	-23.8	-0.2	0.3	90.7	11.5	-5.5	-1.4	-0.1
COC(=O)c1ccn(CSc2c(F)c(F)cc(F)c2F)n1
    -5.7	6.3	1.6	17.6	2.0	9.2	103.4	-5.0	-0.1	-1.9	-2.3
CCCCNc1cc(Cl)nc(N)n1
    -13.9	-0.7	-3.9	-6.2	2.6	-4.8	102.7	-2.4	32.9	1.7	0.9
Cc1cccn2c(=O)c3cc(C(=O)NCc4ccc(F)cc4)c(=N)n(CCCN4CCOCC4)c3nc12
    .	-3.9	0.8	-10.8	.	13.5	89.8	2.1	1.3	.	-2.6
COc1ccc(-c2[nH]ncc2CNCCn2cccn2)c(F)c1
    +	-5.1	-1.4	12.5	2.1	5.8	94.4	4.5	-2.8	2.5	-1.1
CCOC(=O)c1ccccc1NC(=O)Cc1c(C(=O)O)n(C)c2ccccc12
    13.8	-0.6	-0.9	1.3	-2.6	9.7	101.6	8.6	4.7	-3.2	-1.9
Cc1ccc(C)c(OCCC(=O)Nc2cccc(S(=O)(=O)N3CCCCC3)c2)c1
    -10.8	-2.3	-1.2	.	0.7	-14.5	105.4	8.1	1.6	0.9	3.6
CCOP(=O)(OCC)c1nc(-c2ccc(F)cc2)oc1NCc1ccccc1
    1.6	6.1	3.7	8.5	2.1	3.3	96.6	8.5	12.1	-0.9	-0.7
CC(C)(C)c1cc(C(=O)CCN2CCOCC2)cc(C(C)(C)C)c1O
    248.2	-12.4	0.1	-9.3	1.0	2.8	100.8	-1.7	5.7	-4.0	-0.6
CN(Cc1ccc(Cl)cc1)C(=O)c1cc(S(=O)(=O)N2CCOCC2)ccc1N1CCCC1
    -3.2	-6.6	2.7	-6.1	3.0	10.2	95.2	4.2	-8.7	-0.6	-2.1
C=CC(=O)Nc1sc2c(c1C(N)=O)CCCC2
    7.9	10.7	-0.6	-8.3	2.9	0.9	101.8	-3.9	26.9	-2.5	-0.1
O=C(NCc1nnc(SCC(=O)N2CCN(c3ccccc3)CC2)o1)c1c(F)cccc1Cl
    5.3	4.3	2.8	7.5	-1.7	-1.2	96.0	0.0	3.2	-0.4	0.2
O=C1C(Cc2c[nH]c3ccccc23)NC(=S)N1C1CCCCC1 (stereo not drawn)
    10.7	-11.6	2.3	-43.3	0.0	-12.2	106.0	8.7	28.6	-0.7	2.6
CCCSc1nc(C)c(C(C)=O)cc1C#N
    -10.5	-15.8	.	.	2.8	7.6	100.3	5.6	28.6	-0.7	-1.5
CC1CCN(Cc2nnnn2CCCC(=O)N(C)C(C)c2ccccn2)CC1 (stereo not drawn)
    -15.1	-7.8	3.3	1.2	5.2	0.1	.	10.6	3.3	2.5	0.0
CCCOc1ccc(C(O)(CCC)CCN2CCCCC2)cc1 (stereo not drawn)
    29.3	-9.7	4.7	4.2	-0.7	7.2	102.0	10.9	24.4	1.9	-1.3
CCOC(=O)c1c(-c2ccco2)csc1N
    2.3	-6.6	-1.2	8.3	-1.1	-0.9	103.8	0.7	-4.9	-1.2	0.2
CCOC(=O)CS(=O)(=O)c1ccc(O)cc1
    168.8	-5.3	5.0	5.9	3.4	9.2	97.3	-11.9	4.1	0.0	-1.6
CCOc1ccc2nc(N3CCC(C(=O)N4CCN(c5ccccn5)CC4)CC3)sc2c1
    141.9	-16.1	.	23.3	3.3	5.9	109.8	3.7	7.3	0.3	-1.2
Cc1ccc(-c2ccc(/C=N/O)o2)cc1[N+](=O)[O-]
    2.9	6.4	3.8	9.3	0.0	-2.9	104.0	4.2	-28.5	1.4	0.6
COc1cc(/C=N/N2CCN(c3ccccc3)CC2)ccc1OC(C)=O
    3.7	-0.8	1.9	-20.7	0.8	13.2	126.1	1.7	-27.8	-0.4	-2.7
Cc1csc(NC(=O)CSc2nnc(-c3ccc(Cl)cc3)n2N)n1
    -8.8	-0.1	-0.1	-26.9	1.9	3.7	100.8	1.2	14.3	-0.4	-0.7
C[N+](C)(C)CCOC(=O)CCC(=O)OCC[N+](C)(C)C
    1.4	0.0	3.6&4.4	5.8	2.4	9.2	97.8	7.0	12.7	2.1	-1.6
COc1cc(CN2CCN(c3ccccc3F)CC2)c([N+](=O)[O-])cc1OC
    -10.0	-3.0	2.6	6.1	1.7	0.4	89.1	4.7	0.7	0.9	-0.1
CCOC(=O)/C(C#N)=N/Nc1ccc(S(=O)(=O)Nc2cc(OC)nc(OC)n2)cc1
    -1.5	.	5.0	.	2.2	.	100.4	.	0.2	2.6	.
CNc1nnc(-c2cc3cc(Cl)ccc3oc2=O)s1
    -2.5	-3.4	1.3	.	3.0	-21.0	102.5	2.6	-7.9	-1.1	4.2
Cc1ccc(OCCn2c(NC(=O)c3ccco3)nc3ccccc32)cc1
    -6.8	6.4	0.7	-16.3	-5.2	-25.6	94.3	8.7	5.1	-2.4	4.5
Cc1cc(C(=O)OCC(=O)NC2CC2)c2ccccc2n1
    92.8	-9.3	2.2	9.3	3.9	8.3	103.8	0.6	30.5	0.0	-2.1
COC(=O)c1ccc(C(C(=O)NC2CCCCC2)N(C(=O)Cc2cccs2)C2CC2)cc1 (stereo not drawn)
    4.0	-7.1	0.1	.	-0.7	4.8	.	-8.9	-0.8	-0.4	-0.9
Cc1ccc(C)c(NC(=O)CN(C)C(=O)c2cc(S(=O)(=O)N3CCOCC3)ccc2N2CCCC2)c1
    9.3	-2.8	-0.4	-13.7	-0.2	8.4	.	7.0	4.4	-0.1	-1.6
CCc1ccc2c(c1)C(=O)C[C@]1(CCC[C@H](C)C1)O2
    16.6	0.9	2.6	10.3	0.9	-26.7	95.7	19.1	25.4	-1.7	5.0
CCCCN(CC)CCNC(=O)c1cc2c(=O)n(CC)c3ccccc3c2s1
    7.0	2.2	-1.8	-4.4	-1.3	14.7	107.9	4.0	9.1	-1.2	-3.1
CCCNC(=O)c1cc(S(=O)(=O)N2CCCCC2)ccc1N1CCOCC1
    -3.6	-2.0	2.2	.	-0.8	6.5	118.9	-3.1	20.3	-2.7	-1.2
Cc1ccc2nc(C(=O)O)c(C(=O)O)nc2c1
    0.4	-10.8	0.5	-28.9	0.4	7.5	100.4	?	27.1	0.0	-1.3
Cc1cccc(C(=O)NNC(=O)C(=O)NC(C)(C)C)c1
    8.5	-26.4	0.6	12.3	-2.2	9.9	79.1	-3.7	-12.0	-5.1	-1.9
O=C(O)c1c2c(nc3ccc(F)cc13)CCC2
    -2.5	-5.0	.	-13.1	0.2	13.7	.	23.9	1.0	-3.1	-2.5
CCCCCOc1ccc(C2NC(=O)NC2=O)cc1 (stereo not drawn)
    225.8	1.8	2.9	-20.9	1.5	-0.4	101.4	-2.8	21.5	-0.6	0.1
COc1cccc(C(=O)O[C@H]2[C@H](C)NS(=O)(=O)[C@H]3C[C@@H]4C=C[C@]23O4)c1
    -15.1	-7.4	3.2	-30.3	4.4	17.5	95.7	-5.4	-8.2	0.4	-3.1
CC(C(=O)Nc1cccc([N+](=O)[O-])c1)n1nnc2ccccc21 (stereo not drawn)
    14.4	-1.2	2.9	0.7	2.6	1.5	98.0	-7.9	15.0	0.9	-0.3
COCCn1c(SCC(=O)N2CCN(c3ccccc3)CC2)nc2c(c1=O)SC(C)C2 (stereo not drawn)
    14.0	1.2	0.1	2.1	1.3	-3.0	103.1	-9.6	-1.5	-0.6	0.5

Screens (PubChem BioAssay)
